# LYP inhibition: inhibitors of LYP phosphatase, biochemical, fluorescence intensity, uHTS (AID 1779). recombinant LYP phosphatase, fluorescence intensity; higher % means a stronger effect. inhibition, % at 11.5 µM; hits with a dose series show IC50 in µM. hit rate 0.054% among 290,000; in the data active = inhibition above about 50%;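 note: plate controls were vehicle with enzyme for no effect and no enzyme for full effect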
# PhoP inhibition: PhoP-dependent GFP reporter repression – Salmonella Typhimurium, primary screen (AID 1863). S. Typhimurium PhoP-regulated promoter GFP reporter, 4 h; higher % means a stronger effect. inhibition, % at 50 µM, or IC50 in µM where a hit was titrated. hit rate 0.16% among 300,000;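 active = inhibition over 29.93%, a cutoff 3 SD above the screen mean, later confirmed by dose response; inconclusive = inhibition over 29.93% but no dose response follow-up; inactive = inhibition at most 29.93% or unconfirmed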;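 note: 0% = low Mg2+ inducing control and 100% = high Mg2+ repressing control; strong numbers were not always called active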
# NS5 inhibitors: flavivirus cap methylation enzyme inhibition – biochemical, confirmation dose response, primary screen (AID 588689); Dengue-2 NS5 methyltransferase capping enzyme assay, biochemical; higher % means a stronger effect; inhibition, % at 25 µM, or IC50 in µM where a hit was titrated; hit rate 0.3% among 340,000; in the data active = a potency from the dose series; inconclusive = inhibition above about 29% without an active follow-up result
# MgcRacGAP inhibition: MgcRacGAP GTPase-activating activity inhibitors, confirmation, biochemical, ADP Hunter fluorescence. MgcRacGAP-stimulated Rac1 GTP hydrolysis, ADP Hunter fluorescence; higher % means a stronger effect; GST-tagged Rac1 F28L mutant substrate. inhibition, % at 30 µM, or IC50 in µM where a hit was titrated. hit rate 0.6% among 340,000;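 active = first-screen hits whose inhibition reached a set limit at any dose in the follow-up dose series; inconclusive = inhibition above the set first-screen limit but never retested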;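 note: fluorescence reports GDP produced by GAP-driven GTP hydrolysis; strong numbers were not always called active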
# West Nile antiviral: inhibition of WNV-induced cytopathic effect – cell-based, CPE readout (AID 1621). West Nile virus-infected cells, CPE inhibition; higher % means a stronger effect. hit rate 0.02% among 290,000. CPE inhibition, % at 10 µM; hits with a dose series show IC50 in µM; in the data active = a potency from the dose series; inconclusive = CPE inhibition mostly from about 3.7% at the one dose, without a potency; inactive = the rest, 99 in 100 with CPE inhibition below about 2.2%; note: strong numbers were not always called active
# SV40 large T antigen: TAg ATPase/helicase activity blockers – biochemical (AID 1903); SV40 large T antigen ATPase/helicase inhibition assay; higher % means a stronger effect; one-dose inhibition, % at 20 µM; IC50 in µM for titrated hits; hit rate 0.39% among 310,000; in the data active = a potency from the dose series; inconclusive = inhibition mostly from about 32% at the one dose, without a potency; inactive = the rest, 99 in 100 with inhibition below about 32%; note: strong numbers were not always called active
# GPR35 arrestin U2OS: GPR35 antagonists blocking zaprinast-driven arrestin recruitment, primary screen, imaging, U2OS, beta-arrestin-GFP, zaprinast agonist (AID 2058) | U2OS GPR35 beta-arrestin-GFP translocation imaging, zaprinast antagonism; higher % means a stronger effect | one-dose inhibition, % at 10 µM; IC50 in µM for titrated hits | hit rate 0.052% among 290,000;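 active = inhibition of at least 50% with at least 30 cells and total cytoplasm GFP at most 10,000,000; inconclusive = under 30 cells or total GFP of 10,000,000 plus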
# CSM14.1 death rescue: protection against thapsigargin-triggered cell killing – 384-well, CSM14.1, ATP luminescence, primary screen (AID 1222); cellular ATP content (survival), % at 20 µM, or EC50 in µM where a hit was titrated; 190,000 tested, under 10 active; CSM14.1 thapsigargin-induced death rescue, ATP luminescence; higher % means a stronger effect;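 active = EC50 below 50 µM in the dose-response confirmation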;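 note: death triggered by thapsigargin at about 15 µM added after 2 h compound pretreatment; cell ATP read after overnight thapsigargin exposure of roughly 18 to 22 hours; normalized against plate controls of thapsigargin alone and 5% DMSO vehicle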
# RSV CPE inhibition: inhibition of RSV-induced cytopathic effect – HEp-2 cells, primary 10 µM value included (AID 2391). HEp-2 cells, RSV-induced CPE inhibition; higher % means a stronger effect. hit rate 0.13% among 310,000. CPE inhibition, % at 10 µM, or IC50 in µM where a hit was titrated; in the data active = a potency from the dose series; inconclusive = CPE inhibition mostly from about 23% at the one dose, without a potency; inactive = the rest, 99 in 100 with CPE inhibition below about 21%; note: strong numbers were not always called active
# NS5 inhibitors pilot replicate: further read-out of NS5 inhibitors, marked with its call; inhibition, %; measured here: pilot screen replicate inhibition
# Starred values were filed as active, the others as inactive; ? = inconclusive; / = not tested or not shown; & = joins results of further samples. Not a hit list; about 1.5% have a hit in one of these screens.
SMILES,LYP inhibition,PhoP inhibition,NS5 inhibitors,MgcRacGAP inhibition,West Nile antiviral,SV40 large T antigen,GPR35 arrestin U2OS,CSM14.1 death rescue,RSV CPE inhibition,others
C[C@H](NC(=O)[C@@H]1Cc2ccccc2CN1C(=O)OC(C)(C)C)C(=O)NC1CCCCC1,-6%,-3%,-11%,14%,-0.5%,6%,4%,/,0.2%,
CCN(C(=O)CSc1nnc(-c2ccccc2Br)o1)C1CCS(=O)(=O)C1 (centres undefined),-9%,-1%,-16%,-4%,-0.5%,2%,2%,-1.3%,3.7%,
CCOc1ccc2nc(SCc3ccccc3C#N)sc2c1,-5%,-2%,-6%,7%,-0.4%,16%,14%,-0.6%,7.0%,
COc1ccc(/C=N/NC(=O)C(=O)N2CCCCCC2)cc1[N+](=O)[O-],-12%,5%,-4%,3%,0.1%,5%,-2%,/,1.5%,
CC1(C)CC(=O)c2sc(NC(=O)CN3C(=O)CCC3=O)nc2C1,3%,24%,-1%,-1%,-0.1%,-5%,4%,0.8%,1.8%,
N/C(=N/O)c1nc(N2CCCC2)nc(N(c2ccccc2)c2ccccc2)n1,-3%,-3%,-5%,9%,-0.1%,3%,-8%,-1.6%,4.7%,
CCOc1ccc(N(CC(=O)NCc2cccs2)S(=O)(=O)c2c(C)noc2C)cc1,-6%,-5%,-1%,3%,-0.5%,16%,-13%,0.6%,0.8%,
Cc1ccccc1OCC(=O)NC1=NCCS1,-4%,10%,-4%,0%,0.3%,23%,18%,-2.0%,-0.4%,NS5 inhibitors pilot replicate=1.2
CN(CC(=O)Nc1ccc(F)cc1)C(=O)COC(=O)Cc1cccs1,/,1%,1%,4%,/,9%,/,/,-2.9%,
O=c1oc2c(CN3CCOCC3)c(O)c(Cl)cc2c2c1CCC2,-40%,1%,-10%,5%,0.0%,20%,12%,-0.8%,/,
COc1ccc(CN(C)C(=O)c2cc(-c3ccc(OC)c(OC)c3)nc3ccccc23)c(OC)c1,-9%,1%,1%,7%,1.1%,9%,-17%,/,2.3%,
Cc1cnc(NC(=O)C2(c3ccccc3)CC2)s1,-7%,-1%,3%,-2%,-1.1%,4%,0%,-1.3%,0.1%,
OCc1cc(C(O)CNCCCCCCOCCCCc2ccccc2)ccc1O (centres undefined),-10%,-15%&-5%&-4%,-1%,8%,-0.3%,29%&19%&-6%,-9%,-4.7%,-1.7%&-1.7%,
Fc1cccc(Cc2noc(CN3CCSCC3)n2)c1,-2%,6%,-4%,4%,1.0%,-2%,-2%,-0.7%,2.4%,
Cc1ccc2nc(-c3cccc(S(=O)(=O)N4CCCC4)c3)cn2c1,-5%,-12%,-1%,11%,0.1%,28%,-1%,/,11%,

# 2 compounds picked at random from those above, as already listed:
SMILES,LYP inhibition,PhoP inhibition,NS5 inhibitors,MgcRacGAP inhibition,West Nile antiviral,SV40 large T antigen,GPR35 arrestin U2OS,CSM14.1 death rescue,RSV CPE inhibition,others
OCc1cc(C(O)CNCCCCCCOCCCCc2ccccc2)ccc1O (centres undefined),-10%,-15%&-5%&-4%,-1%,8%,-0.3%,29%&19%&-6%,-9%,-4.7%,-1.7%&-1.7%,
Cc1cnc(NC(=O)C2(c3ccccc3)CC2)s1,-7%,-1%,3%,-2%,-1.1%,4%,0%,-1.3%,0.1%,

# New compounds follow:
SMILES,LYP inhibition,PhoP inhibition,NS5 inhibitors,MgcRacGAP inhibition,West Nile antiviral,SV40 large T antigen,GPR35 arrestin U2OS,CSM14.1 death rescue,RSV CPE inhibition,others
CC(=O)N1CCN(CC(=O)Nc2ccc3c(c2)CCC3)CC1,-7%,7%,-5%,1%,-0.1%,8%,2%,-0.4%,-0.4%,
COc1cccc(NC(=O)COC(=O)/C=C/c2ccc(Cl)cc2Cl)c1,-6%,-13%,-3%,-2%,-1.1%,4%,6%,-2.7%,1.1%,
CCC(C(=O)N1CCC(C(N)=O)CC1)n1nc(C)n2c(cc3occc32)c1=O (centres undefined),-7%,-5%,-7%,9%,-0.1%,10%,5%,/,1.9%,
COc1ccc([C@@H]2[C@H]3CN(C(C)=O)CC=C3C(C#N)=C(N)C2(C#N)C#N)c2ccccc12,-10%,-7%,-5%,2%,-0.2%,18%,-19%,/,/,
CCCOc1ccc(CSc2nc3ccccc3[nH]2)cc1,8%,-2%,0%,5%,/,8%,-9%,-0.3%,-0.3%,
CCOC(=O)c1cc2c(=O)n3ccccc3nc2n(CCOC)c1=NC(=O)c1ccncc1,-16%,-11%,-2%,6%,-0.1%,1%,4%,/,2.0%,
Cc1oc(C(N)=O)cc1COc1ccc(C(N)=O)cc1,-8%,-9%,2%,5%,0.1%,12%,13%,/,1.0%,
CN1CCc2c(n(CC(O)CN3CCN(CCO)CC3)c3ccccc23)C1=O (centres undefined),-2%,4%,5%,9%,1.1%,4%,-12%,-1.3%,0.8%,
CN=c1scc(C)n1/N=C/c1cc(Br)c(O)c(Br)c1,-4%,4%,-1%,77µM*,0.2%,?,5%,-0.6%,8.9%,
CCOC(=O)c1c(NCCN(C)C)c2ccccc2[nH]c1=O,-6%,-1%,1%,4%,0.0%,18%,-8%,/,-0.9%,
Clc1ccc(/C=N/NC2=Nc3cccc4cccc2c34)cc1,-10%,-9%,16%,3%,-0.7%,14%,6%,-1.4%,8.2%,
CCC(C)NC(=O)c1ccc(C)c(NC(=O)C2=C(C)OCCS2)c1 (centres undefined),-13%,-11%,-5%,3%,0.4%,21%,-2%,/,0.9%,
COC(=O)c1cc(O)c(OCc2ccccc2)c(O)c1,-1%,2%,7%,4%,-0.4%,9%,-2%,-2.7%,-0.1%,
OCCCn1c(C2CCCN2c2nc(-c3ccc(Cl)cc3)cs2)nc2cc(Cl)c(N3CCCCC3)cc21 (centres undefined),/,3%,-13%,11%,0.7%,19%,/,/,-1.0%,
Cc1ccc(CN2C(=O)C(C)Nc3ncnc(N4CCOCC4)c32)cc1 (centres undefined),/,3%,-3%,7%,/,10%,/,/,0.9%,
COc1ccc(NC(=O)CSc2nnc(Cc3cccn3C)n2CCc2ccccc2)c(OC)c1,-5%,-6%,-5%,-3%,0.3%,5%,15%,10%,-0.7%,
CCC(C)(C)NC(=O)C(c1ccco1)N(C(=O)Cn1nnc2ccccc21)c1ccc2c(c1)OCO2 (centres undefined),2%,-4%,-6%,16%,-0.5%,12%,-3%,/,-0.5%,
COc1ccc(-c2nc(CS(=O)CC(=O)N3CCCC3)c(C)o2)cc1 (centres undefined),-1%,11%,-2%,7%,0.7%,6%,-4%,/,0.4%,
O=C1CN(CC(=O)NC(=O)NCc2ccccc2)CCN1,0%,-30%,-8%,-2%,0.2%,8%,6%,0.1%,2.9%,
CCC1(c2ccc(F)cc2)NC(=O)N(CC(=O)Nc2ccc(C)c(S(=O)(=O)N3CCOCC3)c2)C1=O (centres undefined),4%,3%,-4%,6%,0.3%,20%,-10%,-0.4%,1.4%,
OCCN(/C=N/c1nc(-c2ccc(Br)cc2)cs1)CCO,-2%,28%,-1%,14%,-0.3%,15%,-1%,6.7%,11%,
O=C(Nc1cccnc1)c1ccc2nc(-c3ccccc3)c(-c3ccccc3)nc2c1,0%,-6%,-3%,7%,1.5%,6%,-14%,-1.5%,22%,
COC(=O)c1ccc(N2CCN(C(=O)C3CC3)CC2)c([N+](=O)[O-])c1,0%,/,6%,9%,-0.6%,1%,-3%,/,0.2%,
O=C(CSCc1ccc(Cl)cc1)c1ccco1,-3%,20%,/,/,-0.2%,5%,18%,0.4%,0.8%,
CC(C)(C)n1ncc2c(=O)n(CC(=O)NCc3ccco3)cnc21,-6%,-6%,-9%,9%,-0.1%,5%,-4%,-3.6%,2.2%,
CCN(CC)S(=O)(=O)c1ccc(N/N=C/c2ccc(OC)c(OC)c2OC)nc1,-2%,7%,0%,2%,-0.8%,-2%,12%,-3.0%,1.1%,
O=C(NCc1ccc(F)cc1)C1CCC(=O)N1CCc1ccccc1 (centres undefined),-10%,5%,-6%,17%,-0.1%,5%,2%,1.9%,1.2%,
CC(=O)OCC(=O)[C@@]12OC(C)(C)O[C@@H]1CC1C3C[C@H](F)C4=CC(=O)C=CC4(C)[C@@]3(F)C(O)CC12C (some centres undefined),/,-9%,-3%,5%,/,18%,/,/,-2.3%,
Nc1ncc(N=Nc2cc(C(=O)O)ccc2Cl)s1,-1%,0%,74µM*,17%,0.1%,67µM*,9%,/,-0.9%,
COn1c(-c2ccc(Cl)cc2)nc2ncccc21,-2%,-4%,-3%,6%,-0.9%,12%,-1%,/,2.1%,
Cc1cc(-c2ccc(Cl)cc2)c(C#N)c(N)n1,-10%,-10%,-4%,2%,-0.1%,13%,9%,-2.3%,4.6%,
NNC(=O)CN1C(c2ccccc2Br)=Nc2ccc(Br)cc2C1c1ccccc1 (centres undefined),-5%,?,-6%,-4%,-0.9%,8%,0%,-2.0%,2.6%,
CSCCC(N=C1NS(=O)(=O)c2ccccc21)C(=O)NCc1ccccc1F (centres undefined),-5%,10%,-1%,8%,0.3%,17%,0%,/,1.6%,
Cc1nccnc1Sc1ccccc1,-8%,-4%,-6%,-8%,0.1%,-5%,12%,/,0.2%,
O=C(c1cc2ccccc2s1)N1CCOCC1,-4%,-11%,8%,-15%,0.2%,3%,-1%,/,2.5%,
COc1ccc(C(=O)CC(c2ccccc2)C2C(=O)CCCC2=O)cc1 (centres undefined),-4%,4%,1%,2%,0.9%,6%,-5%,-0.2%,-0.9%,
O=C(O)c1ccc2nc3c(nc2c1)-c1ccccc1C3=O,-2%,0%,-1%,7%,0.1%,20%,3%,-1.2%,-3.2%,
O=c1[nH]c(C2CCN(S(=O)(=O)c3cccc(Cl)c3)CC2)nc2c1nnn2Cc1ccccc1,-4%,/,-2%,8%,-0.3%,/,1%,/,/,
COc1ccccc1Nc1nc(NCCO)nc(N)c1[N+](=O)[O-],-3%,-10%,/,/,1.6%,8%,-6%,/,15%,
Cc1cccc(N(CC(O)CN2CCOCC2)S(=O)(=O)c2ccccc2)c1 (centres undefined),-10%,1%,0%,-4%,-0.1%,-1%,20%,/,3.6%,
CCC1Oc2ccc(C)cc2N(CC(=O)N(Cc2ccc(C)o2)C2CC(C)(C)NC(C)(C)C2)C1=O (centres undefined),-5%,-1%,-5%,2%,1.6%,2%,10%,-4.1%,0.3%,
CCN(CC)c1ccc(/C=N/Nc2nn[nH]n2)cc1,-3%,-4%,-3%,32%,0.4%,36%,5%,/,/,
Oc1ccc(CCNc2ncnc3ccc(Cl)cc23)cc1,1%,-3%,-10%,23%,2.5%,22%,2%,/,1.2%,
Cc1ccc(Nc2nc(CSc3nnnn3C)cs2)cc1,4%,-3%,-20%,9%,-0.8%,2%,-16%,-3.0%,18%,
COc1ccc(Cl)cc1C(=O)Nc1nnn(C)n1,-5%,8%,-3%,8%,0.5%,21%,14%,2.7%,0.8%,

# Screening data from PubChem.
